TCR-CD3 inh: blocks the human TCR-CD3 interaction; actives 0.37% (n = 360,000); inhibition, % at 9.4 µM; AID 651800; TAMRA-labeled TCR probe fluorescence, biochemical; in the data active = inhibition above about 19%;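 note: recombinant mutant TCR 2C K166C tagged with TAMRA read by polarization; 0% = receptor in buffer alone and 100% = receptor with positive control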
mABHD4 FP: ABHD4 (mouse) inhibition, primary FP screen. Q8VD66. purified mABHD4, FP-Rh probe fluorescence polarization. inhibition, % at 8.92 µM. actives 0.54% (n = 370,000);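 active = inhibition exceeding the mean over every tested compound plus 3 SD, cut at about 30% in these data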;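 note: 0% = plate median of compound wells and 100% = S159A mutant with DMSO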
Target sequence (Q8VD66 whole entry, looked up): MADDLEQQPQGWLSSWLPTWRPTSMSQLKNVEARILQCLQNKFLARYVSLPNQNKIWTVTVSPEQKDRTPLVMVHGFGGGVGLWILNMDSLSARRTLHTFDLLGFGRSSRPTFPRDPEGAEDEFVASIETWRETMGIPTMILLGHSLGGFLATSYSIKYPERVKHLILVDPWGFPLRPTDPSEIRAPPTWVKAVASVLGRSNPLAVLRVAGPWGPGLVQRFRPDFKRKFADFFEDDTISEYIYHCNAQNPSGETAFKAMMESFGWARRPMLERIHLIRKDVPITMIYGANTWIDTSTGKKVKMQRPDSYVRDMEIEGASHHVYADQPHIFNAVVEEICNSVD
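Doses – 8.92 µM, single dose · Material – wild-type mouse ABHD4 protein · Replication – single well per compound (singlicate) · Measure – percent inhibition of probe binding, normalized to plate controls · Schedule – 45 min compound pre-incubation plus 60 min probe step, 25 °C · Detection – fluorescence polarization with parallel and perpendicular emission, 525/598 nm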
UHRF1 MBD2 ctr: blocks human UHRF1 binding to methylated DNA; actives 0.75% (n = 370,000); inhibition, % at 4.4 µM; UHRF1 binding to methylated oligo, TR-FRET; Q96T88; in the data active = inhibition above about 21%;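 note: UHRF1 SRA domain binding a hemimethylated CpG hairpin DNA probe; 0% = median of test compound wells and 100% = reference inhibitor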
GC-A act: GC-A (human) enzyme activation; P16066; HEK293 GC-A cells, cGMP TR-FRET, EC30 ANP; 0% at EC30 ANP, 100% saturating ANP; activation, % at 10 µM; actives 0.14% (n = 370,000); in the data active = activation above about 40%
rCAG binder: r(CAG) repeat RNA binding. TO-PRO-1 dye displacement fluorescence. inhibition, % at 3 µM. actives 1.3% (n = 370,000);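 active = inhibition above the plate cutoff, the mean of all test compounds on that plate plus 3 SD, cut at about 35% in these data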;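 note: 0% = DMSO alone and 100% = 100 µM mitoxantrone as full dye displacement; higher means more dye released from RNA so lower well fluorescence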
MBD2 inh: inhibitors of human MBD2 binding to methylated oligonucleotide; TR-FRET; actives 0.31% (n = 370,000); inhibition, % at 4.4 µM; in the data active = inhibition above about 13%
GC-B act: GC-B (human) receptor activation. P20594. HEK293-GC-B cells, CNP EC30, cGMP TR-FRET; 0% at EC30 CNP, 100% saturating CNP. activation, % at 10 µM. actives 0.11% (n = 370,000);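 active = activation at 10 µM reaching about 35% in either raw or pattern-adjusted values, limit read from the data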
SIAE primary: blocks human sialic acid acetylesterase | SIAE FP-Rh probe binding, fluorescence polarization | inhibition, % at 9.66 µM | actives 0.69% (n = 370,000) | AID 1053197;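 active = inhibition above a cutoff: mean of compounds within the control limits plus 3 SD of those, cut at about 17% in these data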;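 note: 0% = plate median of compound wells and 100% = probe without SIAE protein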
HTRA1 inhibitor: inhibitors of human serine peptidase HTRA1; recombinant HTRA1, FP-rhodamine activity-based probe, fluorescence polarization; inhibition, % at 5.96 µM; actives 0.5% (n = 340,000); AID 504803; in the data active = inhibition above about 36%;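 note: 0% = enzyme with DMSO and 100% = wells lacking enzyme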
PRMT1 FP inh: PRMT1 (human) inhibition, primary screen | Q99873 | recombinant PRMT1, activity-based probe fluorescence polarization | inhibition, % at 2.79 µM | actives 1.3% (n = 370,000);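 active = inhibition above about 21% made by adding two undisclosed values, limit read from the data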
Target sequence (Q99873 whole entry, looked up): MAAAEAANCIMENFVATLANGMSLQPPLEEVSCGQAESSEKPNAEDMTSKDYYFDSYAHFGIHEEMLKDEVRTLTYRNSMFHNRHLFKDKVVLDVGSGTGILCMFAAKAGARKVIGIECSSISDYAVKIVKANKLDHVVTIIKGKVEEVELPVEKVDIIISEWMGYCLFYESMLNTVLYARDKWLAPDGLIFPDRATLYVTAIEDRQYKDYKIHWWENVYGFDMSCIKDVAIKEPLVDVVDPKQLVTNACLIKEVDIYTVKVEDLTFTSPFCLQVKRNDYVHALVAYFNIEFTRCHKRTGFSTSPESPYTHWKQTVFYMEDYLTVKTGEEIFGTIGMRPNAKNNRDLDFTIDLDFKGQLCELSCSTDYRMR
An asterisk follows results filed as active; · = not tested or not shown. Some of the compounds tested, so the mix of outcomes need not match the whole.

SMILES	TCR-CD3 inh	mABHD4 FP	UHRF1 MBD2 ctr	GC-A act	rCAG binder	MBD2 inh	GC-B act	SIAE primary	HTRA1 inhibitor	PRMT1 FP inh
COc1c[nH]n(C2CCCCC2)c(=O)c1=O	-0.9	15.2	3.9	-0.7	-4.7	6.4	-3.2	2.1	4.5	-3.5
Oc1ccc(/C=N/N(Cc2ccccc2)c2ccccc2)cc1	7.0	-2.6	-2.0	-17.0	13.3	0.2	-8.2	19.4*	20.6	-1.0
CCCN(C(=O)c1ccc([N+](=O)[O-])c(C)c1)c1c(N)n(Cc2ccccc2)c(=O)[nH]c1=O	-6.7	1.7	-1.3	1.0	3.1	0.7	4.3	-1.2	6.7	8.0
c1ccc(CNc2c(-c3cccc(SC4CCCCC4)c3)nc3ccccn23)cc1	7.0	15.8	-2.1	2.3	6.3	-3.9	0.9	5.3	-11.6	-4.9
CSc1nc2ccc(NC(=O)c3ccccn3)cc2s1	3.5	-8.6	-0.9	-2.6	0.7	-0.2	-0.2	-5.5	-0.9	1.1
CCOC(=O)NC(=O)CSc1nnc(C2CC2)n1Cc1ccco1	4.4	-0.3	0.0	2.8	2.3	-0.7	4.2	-3.3	4.2	-0.1
CCc1noc(C)c1C(=O)Nc1nc(-c2ccc(Cl)cc2Cl)cs1	-0.1	-22.5	-1.1	-0.6	-1.6	-3.2	-8.8	-13.8	-39.4	0.5
Cc1ccc(OCC(=O)N/N=C\c2ccco2)c(C)c1	-6.0	-2.8	-0.9	1.2	1.9	-3.5	3.8	-1.6	-5.5	0.7
O=C(Cc1cccs1)N(Cc1cccs1)C1(C(=O)NC2CCCC2)CCCCC1	6.3	-0.9	23.6*	-43.5	-4.0	13.4*	-19.9	-2.8	-18.5	-3.7
CCOc1ccc2oc(C(=O)N3CCN(Cc4ccccc4)CC3)c(C)c2c1	7.3	-0.4	-1.1	6.4	-0.1	0.0	-0.5	-1.6	-16.3	0.9
CC1CC(C)CN(CCCNC(=O)c2ccc3c(c2)N(Cc2ccccc2)C(=O)c2ccccc2S3=O)C1 (stereo unspecified)	0.1	-1.3	-1.2	-2.9	-3.8	2.7	-3.2	0.1	-6.1	-0.8
C=CCc1cccc(CNc2c(C)cc(C)cc2C)c1O	-0.6	1.9	-2.1	-4.8	-1.3	1.3	-1.0	-0.9	-6.3	0.0
O=C(N/N=C/c1ccc(-c2ccc(Br)cc2)o1)c1ccc2c(c1)OCO2	-1.2	3.1	-3.0	-4.4	11.8	-3.0	-4.2	-1.3	-6.3	-3.6
Cc1oc2c(C)c3oc(=O)c(CC(=O)N[C@@H](CCCNC(N)=O)C(=O)O)c(C)c3cc2c1C	-0.4	1.9	2.7	4.5	11.3	6.8	2.1	-7.5	1.1	1.1
CCNC(=O)C1(C)CCN(C(=O)c2cc(OC)c(OC)c(OC)c2)C1 (stereo unspecified)	6.4	0.4	0.9	-2.2	-1.2	-4.2	-4.0	0.0	·	-0.6
O=C(CCC1N=C2c3ccccc3N=C(SCC(=O)NCc3ccco3)N2C1=O)NCc1ccco1 (stereo unspecified)	-6.1	4.6	0.9	0.6	10.6	-4.9	4.7	-0.3	1.8	10.1
CC(Sc1nnc(-c2cccnc2)n1N)C(=O)N1CCOCC1 (stereo unspecified)	4.7	0.1	0.9	1.8	1.7	-5.6	3.6	6.1	5.4	-3.0
Cc1ccnc(SCC(=O)Nc2c(C)n(C)n(-c3ccccc3)c2=O)n1	2.8	3.8	9.6	1.7	-2.6	0.3	1.5	1.2	3.5	-1.5
COC(OC)c1ccc(C#N)c(=O)[nH]1	2.1	4.6	0.5	-2.0	0.1	1.9	-1.0	-5.2	-3.8	1.8
COc1ccc(N2CCN(c3ncnc4c3[nH]c3ccccc34)CC2)cc1	-1.2	10.9	2.0	-2.4	0.7	-4.8	4.5	4.0	-1.7	-0.2
CCN(C1CCCCC1)S(=O)(=O)c1ccc(S(=O)(=O)NCc2ccncc2)cc1	3.3	-8.2	0.4	-1.5	1.1	-6.0	3.1	-2.5	-3.0	-0.7
O=C(CSc1ccc(-c2cccs2)nn1)N1CCCCC1	2.9	2.4	0.4	0.2	-4.9	-6.1	0.2	1.5	-2.4	0.8
O=C(/C=C/c1ccco1)Nc1ccccc1C(=O)O	6.4	-0.4	24.2*	-3.2	18.6	4.1	0.2	-0.2	·	17.3
COc1ccc(C)cc1S(=O)(=O)Nc1cccc(-c2ccc(N3CCCCCC3)nn2)c1	-3.0	-31.2	2.5	-3.6	10.2	-1.4	-0.2	-17.8	-53.1	-1.1
COc1ccc(-c2cc(C)no2)cc1S(=O)(=O)N(C)c1cccc(C)c1	-0.5	4.3	3.8	-10.1	0.4	0.7	-0.7	-0.7	-13.2	1.0
Further structures
SMILES	TCR-CD3 inh	mABHD4 FP	UHRF1 MBD2 ctr	GC-A act	rCAG binder	MBD2 inh	GC-B act	SIAE primary	HTRA1 inhibitor	PRMT1 FP inh
CNc1ccc(/C=C/C(=O)c2ccc(C)cc2)cc1[N+](=O)[O-]	3.0	13.5	-1.4	-1.2	4.5	-0.4	-3.7	-3.5	0.7	0.6
Cn1cccc1C(=O)OCC(=O)Nc1ccc2c(c1)CCC2	-2.1	-11.1	4.2	0.8	-0.7	2.7	4.3	-5.7	-1.9	1.1
CCOc1ccc(S(=O)(=O)N2CCCCC2)cc1NC(=O)C1CCCC1	0.9	5.2	1.0	-2.1	1.9	-0.8	4.0	-2.3	-1.3	0.3
COC(=O)CN(C#N)c1nc(N(C)C)nc(N(C)C)n1	4.6	-6.3	0.8	1.2	-2.4	-2.1	0.6	7.8	-4.1	-4.3
O=C(O)c1cc2c(o1)CCC/C2=N\O	5.6	-0.8	-2.5	2.8	-1.1	-5.6	2.0	3.8	-6.4	0.5
COc1cc2c(cc1NC(=O)Cc1ccc(C)cc1)oc1ccccc12	6.8	-0.1	8.7	-9.4	3.4	2.3	3.8	-1.1	-14.4	-1.1
Cc1ccc(OCC(=O)Oc2cccc(C)c2)cc1	-9.2	-1.2	1.9	2.9	-5.0	-0.8	-6.5	3.0	·	-3.1
CN1CCN(S(=O)(=O)c2ccc(Cl)s2)CC1	-3.7	5.6	-0.2	2.9	-2.0	-1.0	6.2	3.6	2.2	-2.5
CCOC(=O)c1ccc(Nc2cc(C)nc3nc(C)nn23)cc1	1.9	0.0	5.5	0.8	1.2	2.0	5.8	0.7	2.6	-1.9
CC(=O)OC(C(=O)NC1CCCCC1)c1ccc(C#N)cc1 (stereo unspecified)	8.7	1.2	3.0	1.4	0.8	0.4	-0.7	-2.6	0.9	0.5
Cc1cc(Br)ccc1OCC(=O)N(Cc1nc(-c2ccccc2)no1)C(C)C	-2.8	-6.9	3.0	-5.6	1.9	1.7	-3.7	-2.0	-38.5	1.2
Cc1ccc(/C=[N+](/C)[O-])cc1	-4.9	0.8	-5.0	-3.4	-1.7	-1.2	-5.5	0.3	-5.5	-3.9
CC1Cc2ccccc2N1C(=O)c1ccc2c(c1)nnn2C (stereo unspecified)	5.8	2.1	0.8	-0.3	-4.0	-1.4	9.7	11.1	3.0	-0.6
Cn1cnc2ncnn2c1=S	-8.1	-1.3	1.3	1.8	2.5	4.2	1.7	-2.6	-1.9	1.7
O=C(N/C(=C/c1ccccc1F)C(=O)N1CCCCC1)c1ccccc1	-12.3	-11.2	4.6	-4.5	-6.8	3.2	-1.8	-4.5	2.7	5.5
O=C(O)C1CCCCC1C(=O)Nc1cccc(Cl)c1Cl (stereo unspecified)	0.1	-15.8	4.5	4.6	2.6	8.7	-1.6	-1.9	6.8	8.9
CCOc1ccc(NC(=O)C(C)SC(N)=O)cc1 (stereo unspecified)	-5.1	7.1	3.5	-2.7	-2.4	0.9	3.0	6.9	-2.1	3.4
COCCCNC(=O)CN1C(=O)COc2ccc(S(=O)(=O)N3CCOCC3)cc21	9.9	0.6	-0.8	-0.6	0.1	-0.5	3.2	-0.7	-1.7	-1.8
CC(=O)OCC(=O)[C@@]1(O)CC[C@H]2[C@@H]3CCC4=CC(=O)C=C[C@]4(C)[C@H]3C(=O)C[C@@]21C	7.4	-3.7	-1.8	3.1	-7.7	-4.0	1.2	1.3	-3.7	-3.3
COc1cc(/C=C/C(=O)Nc2nc3ccc(S(=O)(=O)N(C)C)cc3s2)cc(OC)c1OC	-7.1	-23.4	-1.0	-0.7	13.4	-7.2	-1.2	-11.0	-9.2	-0.4

Some of the entries so far, bar-delimited.
compound | TCR-CD3 inh | mABHD4 FP | UHRF1 MBD2 ctr | GC-A act | rCAG binder | MBD2 inh | GC-B act | SIAE primary | HTRA1 inhibitor | PRMT1 FP inh
Cc1cc(Br)ccc1OCC(=O)N(Cc1nc(-c2ccccc2)no1)C(C)C | -2.8 | -6.9 | 3.0 | -5.6 | 1.9 | 1.7 | -3.7 | -2.0 | -38.5 | 1.2
Cc1ccc(/C=[N+](/C)[O-])cc1 | -4.9 | 0.8 | -5.0 | -3.4 | -1.7 | -1.2 | -5.5 | 0.3 | -5.5 | -3.9
CC1Cc2ccccc2N1C(=O)c1ccc2c(c1)nnn2C (stereo unspecified) | 5.8 | 2.1 | 0.8 | -0.3 | -4.0 | -1.4 | 9.7 | 11.1 | 3.0 | -0.6
Cn1cnc2ncnn2c1=S | -8.1 | -1.3 | 1.3 | 1.8 | 2.5 | 4.2 | 1.7 | -2.6 | -1.9 | 1.7
O=C(N/C(=C/c1ccccc1F)C(=O)N1CCCCC1)c1ccccc1 | -12.3 | -11.2 | 4.6 | -4.5 | -6.8 | 3.2 | -1.8 | -4.5 | 2.7 | 5.5
O=C(O)C1CCCCC1C(=O)Nc1cccc(Cl)c1Cl (stereo unspecified) | 0.1 | -15.8 | 4.5 | 4.6 | 2.6 | 8.7 | -1.6 | -1.9 | 6.8 | 8.9
CCOc1ccc(NC(=O)C(C)SC(N)=O)cc1 (stereo unspecified) | -5.1 | 7.1 | 3.5 | -2.7 | -2.4 | 0.9 | 3.0 | 6.9 | -2.1 | 3.4
COCCCNC(=O)CN1C(=O)COc2ccc(S(=O)(=O)N3CCOCC3)cc21 | 9.9 | 0.6 | -0.8 | -0.6 | 0.1 | -0.5 | 3.2 | -0.7 | -1.7 | -1.8
CC(=O)OCC(=O)[C@@]1(O)CC[C@H]2[C@@H]3CCC4=CC(=O)C=C[C@]4(C)[C@H]3C(=O)C[C@@]21C | 7.4 | -3.7 | -1.8 | 3.1 | -7.7 | -4.0 | 1.2 | 1.3 | -3.7 | -3.3
COc1cc(/C=C/C(=O)Nc2nc3ccc(S(=O)(=O)N(C)C)cc3s2)cc(OC)c1OC | -7.1 | -23.4 | -1.0 | -0.7 | 13.4 | -7.2 | -1.2 | -11.0 | -9.2 | -0.4
